TRPC4 potent: TRPC4 (mouse) allosteric potentiation; Q9QUQ5; HEK293 TRPC4beta/mu-opioid, DAMGO EC20, Fluo-4 Ca2+ flux; stronger effect = higher value; B-score at 10 µM; hit rate 0.42% among 310,000;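 active means B-score of calcium response area above 5 SD of library B-scores, with initial fluorescence ratio within 5 SD of library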;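 further: B-score of integrated fluorescence ratio over time as area under calcium response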
TMEM16A act: activators or potentiators of mouse TMEM16A chloride channel | HEK293 TMEM16A/YFP-H148Q/I152L, iodide quench fluorescence; stronger effect = lower value | B-score at 10 µM | hit rate 0.3% among 340,000 | AID 623877;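 active means fluorescence-ratio B-score plate-corrected deviation score at least 3 library SD below zero, with starting fluorescence score within 5 deviations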;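 further: channel opened by trigger with iodide after compound preincubation; score built on the fluorescence ratio of max minus min over baseline; more negative score means more quench and so TMEM16A activation or potentiation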
KCNK9 block: human KCNK9 channel inhibition | B-score at 10 µM | hit rate 1.2% among 310,000 | AID 488922 | Q9NPC2 | HEK293 KCNK9, FluxOR thallium flux fluorescence; stronger effect = lower value;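 active means ratio B-score over 3 SD below the library mean, with starting fluorescence within 5 SD of its mean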;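 further: negative B-score means less thallium flux so channel inhibition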
TRPC4 agonist: opens the mouse TRPC4 cation channel | hit rate 0.49% among 310,000 | AID 2237 | HEK293 TRPC4beta/mu-opioid, Fluo4 calcium fluorescence; stronger effect = higher value | B-score at 10 µM | Q9QUQ5;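 active means B-score above 5 SD of library B-scores, and initial fluorescence ratio not above library mean plus 5 SD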;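 further: positive B-score marks a calcium rise read as TRPC4 activation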
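System: HEK293 cells stably co-expressing mouse TRPC4beta and mu-opioid receptor; Schedule: Fluo4 dye loading 45 min at room temperature, 110 s recording; Detection: Fluo4 fluorescence, kinetic; Evaluation: B-scored integrated calcium fluorescence ratio; Controls: buffer (low) and maximal DAMGO (high).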
HDAC3 inh: blocks human histone deacetylase 3. AID 2718. recombinant HDAC3, fluorogenic peptide/trypsin coupled, fluorescence. inhibition, % at 8.3 µM. hit rate 0.15% among 320,000. O15379; in the data active means inhibition above about 26%, passing the limit was not always enough
Target sequence (O15379 whole entry, looked up): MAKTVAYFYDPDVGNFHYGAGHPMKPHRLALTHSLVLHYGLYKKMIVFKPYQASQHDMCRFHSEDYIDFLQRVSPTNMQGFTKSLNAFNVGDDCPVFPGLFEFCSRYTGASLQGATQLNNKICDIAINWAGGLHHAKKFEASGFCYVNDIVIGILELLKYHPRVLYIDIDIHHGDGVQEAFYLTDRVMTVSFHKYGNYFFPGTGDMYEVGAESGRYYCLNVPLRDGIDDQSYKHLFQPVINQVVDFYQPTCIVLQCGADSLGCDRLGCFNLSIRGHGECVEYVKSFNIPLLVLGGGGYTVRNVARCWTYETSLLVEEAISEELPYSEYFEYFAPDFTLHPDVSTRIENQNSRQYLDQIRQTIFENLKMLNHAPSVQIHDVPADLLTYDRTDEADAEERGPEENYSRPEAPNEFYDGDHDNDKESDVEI
KCNK3 inh: human KCNK3 channel inhibition, primary screen; CHO-KCNK3 thallium flux, FluxOR fluorescence; stronger effect = lower value; O14649; hit rate 0.84% among 340,000; B-score at 10 µM;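 active means B-score under library mean minus 4 SD, starting fluorescence ratio at most library mean plus 5 SD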;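 further: more negative B-score means stronger inhibition of thallium flux through KCNK3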
Target sequence (O14649 whole entry, looked up): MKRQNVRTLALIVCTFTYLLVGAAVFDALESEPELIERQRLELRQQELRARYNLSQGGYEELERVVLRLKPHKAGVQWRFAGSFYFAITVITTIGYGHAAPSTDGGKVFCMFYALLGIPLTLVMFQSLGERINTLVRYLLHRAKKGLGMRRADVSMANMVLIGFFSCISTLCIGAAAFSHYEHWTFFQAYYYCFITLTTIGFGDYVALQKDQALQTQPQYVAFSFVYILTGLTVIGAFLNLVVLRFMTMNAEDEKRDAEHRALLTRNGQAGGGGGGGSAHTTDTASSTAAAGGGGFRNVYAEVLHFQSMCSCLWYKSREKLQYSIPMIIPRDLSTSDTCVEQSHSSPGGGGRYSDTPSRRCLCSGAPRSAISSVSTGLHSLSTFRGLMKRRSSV
KCNQ1 pot: potentiates or activates the human KCNQ1 potassium channel. B-score at 10 µM. CHO-K1 KCNQ1, thallium flux FluxOR fluorescence; stronger effect = higher value. hit rate 0.35% among 310,000. P51787;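 active means fluorescence ratio B-score, a plate-corrected score, at least three library SD, with initial intensity B-score within 5 SD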
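System: Stable KCNQ1 CHO-K1 line | Incubation: 90 min dye loading and 20 min compound exposure, both at room temperature | Measure: Ratio B score | Medium: Assay buffer for compound exposure, DMSO matched across wells | Compound dosing: Single-concentration screen | Probe or stimulus: K+/Tl+ depolarizing stimulus | Measured by: Kinetic FluxOR fluorescence, 10 s baseline plus 110 s post-stimulus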
hERG rescue: hERG (human) protection from proarrhythmic block. Q12809. activation (rescue from dofetilide block), less the hit threshold, % at 10 µM. hit rate 0.51% among 310,000. CHO-hERG, FluxOR thallium flux, dofetilide IC70 present;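 active means activation above the mean of controls blocked by dofetilide plus 5 SD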;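 further: thallium influx through hERG after potassium depolarization seen as dye fluorescence rise; in these data hits start at about 4.7%; inactives centre near -7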
Dyrk1A ADPGlo: inhibitors of rat Dyrk1A kinase; AID 504441; Q63470; ADP-Glo luminescence, NFATc1 peptide; hit rate 0.43% among 310,000; inhibition, % at 12.5 µM; in the data active means inhibition above about 50%;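 further: plate controls were vehicle with enzyme for no effect and no enzyme for full effect; many of its hits are not listed in these tables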
KCNQ1 inh: blocks the human KCNQ1 potassium channel; B-score at 10 µM; CHO-K1 KCNQ1, FluxOR thallium flux fluorescence; stronger effect = higher value; AID 2642; hit rate 1.3% among 310,000; P51787;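 active means compounds whose thallium flux B-score, printed positive for inhibition, exceeds three library SD while starting fluorescence stays within three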;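 further: channel opened by potassium depolarization with thallium stimulus after 20 min compound exposure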
ANO1 block: inhibitors of mouse TMEM16A calcium-activated chloride channel; Q8BHY3; HEK293 TMEM16A/YFP iodide influx fluorescence, ionomycin; normalized B-score (activity score, 25-100; higher = stronger inhibition) at 10 µM; hit rate 1.2% among 310,000;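 active means ratio plate-corrected score three or more library SD toward inhibition, starting fluorescence score within five deviations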;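 further: score derived from kinetic fluorescence span divided by baseline fluorescence per well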
* marks the source's active call; other numbers are inactive results; i = inactive; / = no result given. The list is partial. The share of hits here may be higher or lower than overall.

SMILES	TRPC4 potent	TMEM16A act	KCNK9 block	TRPC4 agonist	HDAC3 inh	KCNK3 inh	KCNQ1 pot	hERG rescue	Dyrk1A ADPGlo	KCNQ1 inh	ANO1 block
Cc1ccc(C(=O)COc2ccc3ccc(=O)oc3c2)cc1	i	i	i	i	-6	i	i	-10	-3	i	i
CCNC(=O)NC(=O)COC(=O)c1cccc(S(=O)(=O)N2CC3(C)CC2CC(C)(C)C3)c1 (configuration not stated)	i	i	i	i	3	i	i	-8	1	i	i
O=C(NCc1cccs1)Nc1ccc(Cl)cc1	i	i	i	i	-2	i	i	1	3	i	i
O=C(NCCCn1ccnc1)C(=O)NCC1OCCN1S(=O)(=O)c1cc(F)ccc1F (configuration not stated)	i	i	i	i	-11	i	i	-10	0	i	i
Cc1ccc(S(=O)(=O)NCCC(=O)N2CCCCCC2)cc1	i	i	i	i	/	i	i	-13	-12	i	i
COc1ccc(S(=O)(=O)N2CCN(C(=O)Nc3ccccc3OC)CC2)cc1	i	i	i	i	-1	i	i	-5	-3	i	i
NC(=O)CC(NC(=O)Cc1cccc2ccccc12)c1ccc(NC2CCCCC2)c([N+](=O)[O-])c1 (configuration not stated)	i	i	i	i	-5	i	i	-2	3	i	i
CCOc1ccc(CCNC(=O)C2CCN(S(=O)(=O)N3CCC(C)CC3)CC2)cc1OCC	i	i	i	i	-4	i	i	-12	-1	i	i
O=C(NCCN1CCCCCC1)c1ccc(CS(=O)(=O)c2ccc(Br)cc2)o1	i	i	i	i	-5	i	i	-2	11	i	i
N#Cc1nn(-c2ccccc2)nc1N1CCCCC1	i	i	i	i	-34	i	i	-2	0	i	i
Nn1c(SCC(=O)NC(=O)NCc2ccco2)nnc1-c1ccc(OC(F)F)cc1	i	i	i	i	-2	i	i	-10	8	i	i
CCOCC(=O)Nc1cc(C(=O)NCCC(C)C)ccc1Cl	i	/	i	i	1	/	i	-11	/	i	i
Cc1nn(C)c(C)c1NC(=O)CSc1nc(Cc2ccccc2)nc2c1cnn2-c1ccccc1	i	/	i	i	5	i	i	-6	-7	i	i
CCN(CC)C(=O)c1ccccc1NC(=O)c1ccccc1	i	i	i	i	2	i	i	-16	3	i	i
O=C(CSc1nnnn1C1CCCCC1)N1CCCC1	i	i	i	i	1	i	i	-8	2	i	i

Profiles from above. Values in the order: TRPC4 potent | TMEM16A act | KCNK9 block | TRPC4 agonist | HDAC3 inh | KCNK3 inh | KCNQ1 pot | hERG rescue | Dyrk1A ADPGlo | KCNQ1 inh | ANO1 block
Listed for `Cc1ccc(S(=O)(=O)NCCC(=O)N2CCCCCC2)cc1` : i | i | i | i | / | i | i | -13 | -12 | i | i
Listed for `Nn1c(SCC(=O)NC(=O)NCc2ccco2)nnc1-c1ccc(OC(F)F)cc1` : i | i | i | i | -2 | i | i | -10 | 8 | i | i

Back to the main list, starting 3 compounds before the break.
SMILES	TRPC4 potent	TMEM16A act	KCNK9 block	TRPC4 agonist	HDAC3 inh	KCNK3 inh	KCNQ1 pot	hERG rescue	Dyrk1A ADPGlo	KCNQ1 inh	ANO1 block
Cc1nn(C)c(C)c1NC(=O)CSc1nc(Cc2ccccc2)nc2c1cnn2-c1ccccc1	i	/	i	i	5	i	i	-6	-7	i	i
CCN(CC)C(=O)c1ccccc1NC(=O)c1ccccc1	i	i	i	i	2	i	i	-16	3	i	i
O=C(CSc1nnnn1C1CCCCC1)N1CCCC1	i	i	i	i	1	i	i	-8	2	i	i
CN(C)CCCn1c(SCC(=O)Nc2nccs2)nnc1-c1ccncc1	i	i	i	i	-3	i	i	-3	1	i	i
C/C(N)=C(/C#N)C(=O)COC(=O)C1CSC2(c3ccc(F)cc3)CCC(=O)N12 (configuration not stated)	i	i	i	i	6	i	i	-4	-1	i	i
CC1(C)CC(NC(=O)Cc2ccccc2[N+](=O)[O-])CC(C)(C)N1	i	i	i	i	-3	i	i	-8	0	i	i
Cc1ccccc1NC(=O)C1CCCN1S(=O)(=O)c1ccc2c(c1)n(C)c(=O)c(=O)n2C (configuration not stated)	i	i	i	i	0	i	i	-13	58*	i	25*
COc1ccc(-c2[nH]ncc2-c2cnc(C)s2)c(O)c1	i	i	i	i	6	i	i	1	4	i	i
COc1cccc(NC2=C(Cl)C(=O)OC2OC(=O)c2ccco2)c1 (configuration not stated)	i	i	i	i	9	i	i	-4	18	i	i
CCOc1ccccc1NC(=O)COC(=O)CSc1ccc(Cl)cc1	i	i	i	i	11	i	i	-7	0	i	i
O=C(NC1CCCCCCC1)c1ccc(Br)cc1	i	i	i	i	0	i	i	-9	/	i	i
COc1ccccc1NC(=O)CSc1ccc2nnc(-c3ccc(C)cc3)n2n1	i	i	i	i	2	i	i	-5	2	i	i
O=C(O)C1Nc2ccc(OC(F)(F)F)cc2C2C=CCC12 (configuration not stated)	i	/	i	i	4	/	i	-12	/	i	i
NC(=O)CC(NC(=O)c1cccc(Br)c1)c1ccc(N2CCC(N3CCCCC3)CC2)c([N+](=O)[O-])c1 (configuration not stated)	i	i	i	i	0	i	i	-11	-17	i	i
C=CCNC(=S)Nc1sc2c(c1C(=O)OCC)CC(C)(CC)OC2 (configuration not stated)	i	i	i	i	0	i	22*	9.4*	10	i	i
COc1cccc(N2CCN(C(=O)c3ccc4nc(N5CCC(C)CC5)sc4c3)CC2)c1	i	/	i	i	15	/	i	-13	/	i	i
Cc1cc(C)c(NC(=O)Nc2ccccc2C)c(Cl)c1	i	i	i	i	-6	i	i	-10	-3	i	i
CCN(CC)S(=O)(=O)c1ccc2c(c1)NC(=O)C1CCCN21 (configuration not stated)	i	i	i	i	4	i	i	-11	-2	i	i

Ordered by the number under HDAC3 inh (lowest first): three from the list above.
SMILES	HDAC3 inh
CC1(C)CC(NC(=O)Cc2ccccc2[N+](=O)[O-])CC(C)(C)N1	-3
C=CCNC(=S)Nc1sc2c(c1C(=O)OCC)CC(C)(CC)OC2 (configuration not stated)	0
COc1cccc(NC2=C(Cl)C(=O)OC2OC(=O)c2ccco2)c1 (configuration not stated)	9

For reference, part of the list above.
SMILES	TRPC4 potent	TMEM16A act	KCNK9 block	TRPC4 agonist	HDAC3 inh	KCNK3 inh	KCNQ1 pot	hERG rescue	Dyrk1A ADPGlo	KCNQ1 inh	ANO1 block
COc1ccccc1NC(=O)CSc1ccc2nnc(-c3ccc(C)cc3)n2n1	i	i	i	i	2	i	i	-5	2	i	i
O=C(O)C1Nc2ccc(OC(F)(F)F)cc2C2C=CCC12 (configuration not stated)	i	/	i	i	4	/	i	-12	/	i	i
NC(=O)CC(NC(=O)c1cccc(Br)c1)c1ccc(N2CCC(N3CCCCC3)CC2)c([N+](=O)[O-])c1 (configuration not stated)	i	i	i	i	0	i	i	-11	-17	i	i
C=CCNC(=S)Nc1sc2c(c1C(=O)OCC)CC(C)(CC)OC2 (configuration not stated)	i	i	i	i	0	i	22*	9.4*	10	i	i

Next part
SMILES	TRPC4 potent	TMEM16A act	KCNK9 block	TRPC4 agonist	HDAC3 inh	KCNK3 inh	KCNQ1 pot	hERG rescue	Dyrk1A ADPGlo	KCNQ1 inh	ANO1 block
COc1ccc(C2c3ccc4ccccc4c3Oc3ncn4nc(Cc5ccccc5)nc4c32)cc1OC (configuration not stated)	i	i	i	i	2	i	i	-7	1	i	i
O=C(CCCNC(=O)/C(=C\c1ccccc1F)NC(=O)c1ccccc1)OCc1ccccc1	i	i	i	i	4	i	i	-12	-3	i	i
O=C(NCC1CCN(Cc2ccc(F)cc2)CC1)C1CCCN(c2ncnc3c2nc2n3CCCCC2)C1 (configuration not stated)	i	i	i	i	-8	i	i	-9	-2	i	i
CCC1(C)COC2(OC1)C(=O)Nc1ccccc12 (configuration not stated)	i	i	i	i	5	i	i	-13	/	i	i
Nc1ccc(NC(=O)c2ccco2)c(Cl)c1	i	i	i	i	/	i	i	-9	-2	i	i
Cc1ccc(CSCC(=O)N(C)CC(=O)Nc2ccccc2Cl)cc1	i	i	i	i	2	i	i	-10	-6	i	i
O=C(COc1cccc2cccnc12)N1CCc2ccccc21	i	i	i	i	0	i	i	-3	4	i	i
CCC(=O)NC1=C(Nc2ccc(N)cc2)C(=O)c2ccccc2C1=O	i	i	i	i	3	i	i	-5	6	i	i
O=C(c1nn(-c2ccccc2)c(=O)c2ccccc12)N1CCN(c2ncccn2)CC1	i	i	i	i	-1	i	i	-8	4	i	i
COc1ccc(/C(C)=N/Nc2nc(C)c(C(C)=O)s2)cc1	i	i	i	i	0	i	i	-4	-1	i	i
Cc1ccccc1Nc1c(F)c(F)c(F)c(F)c1C(=O)O	i	i	i	i	1	i	i	-3	-2	i	i
CCOC(=O)c1oc2ccccc2c1CN1CCCCC1	i	i	i	i	1	i	i	-13	-2	i	i
CCOC(=O)c1c(C)nc(SC)c(C#N)c1-c1ccccc1	i	i	i	i	/	i	i	-9	-5	i	i
CS(=O)(=O)N(CC(N)=O)Cc1ccc(Cl)cc1	i	i	i	i	4	i	i	1	-2	i	i
COc1ccc(Nc2nc(NCCO)nc(OC)n2)cc1	i	i	i	i	2	i	i	-11	-5	i	i
Cc1csc(N/N=C/c2ccc([N+](=O)[O-])cc2)n1	i	i	i	i	7	i	9*	1	/	i	i
CCOCC(=O)Nc1ccc([N+](=O)[O-])cc1C	i	i	i	i	5	i	i	-10	1	i	i
CCCCCN1C/C=C\C(c2ccc(OC)cc2)N(Cc2ccc(F)cc2)C(=O)C1 (configuration not stated)	i	i	i	i	0	i	i	-6	1	i	i
O=C(CSc1nc(-c2ccc(F)cc2)cs1)NCCN1C(=O)CSC1=O	i	i	i	i	-6	i	i	-9	/	i	i
COc1cc2c(cc1OC)C(c1cc(C)ccc1C)CC(=O)N2 (configuration not stated)	i	i	i	i	-12	i	i	1	-2	i	i
COC(=O)c1c(C)[nH]c(C(=O)CN2CCOCC2)c1C	i	i	i	i	-2	i	i	-3	3	i	i
COc1ccc(/C=N/NC(=O)Nc2cccc3nsnc23)c(OC)c1	i	i	i	i	-7	i	i	-7	-3	i	i
Cn1nc(C(F)(F)F)c2cc(NC(=O)OCC(C)(C)C)sc21	i	i	i	i	6	i	i	-5	5	i	i

Source: PubChem
